PKA-R2B activ: PKA-R2B complex activation. actives 0.079% (n = 340,000). activation, % at 11.4 µM. PKA-R2B holoenzyme dissociation, Cy5-IP20 fluorescence polarization; R2B truncated from residue 108, S112A mutant; 0% DMSO only, 100% 113 µM cGMP;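 active = activation above a cutoff set at the mean over all compounds plus 3 SD, cut at about 18% in these data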;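 also: higher means more holoenzyme dissociation and a rise in polarization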
Target sequence (P31323 whole entry, looked up, other chains not shown, the tested form may be a part): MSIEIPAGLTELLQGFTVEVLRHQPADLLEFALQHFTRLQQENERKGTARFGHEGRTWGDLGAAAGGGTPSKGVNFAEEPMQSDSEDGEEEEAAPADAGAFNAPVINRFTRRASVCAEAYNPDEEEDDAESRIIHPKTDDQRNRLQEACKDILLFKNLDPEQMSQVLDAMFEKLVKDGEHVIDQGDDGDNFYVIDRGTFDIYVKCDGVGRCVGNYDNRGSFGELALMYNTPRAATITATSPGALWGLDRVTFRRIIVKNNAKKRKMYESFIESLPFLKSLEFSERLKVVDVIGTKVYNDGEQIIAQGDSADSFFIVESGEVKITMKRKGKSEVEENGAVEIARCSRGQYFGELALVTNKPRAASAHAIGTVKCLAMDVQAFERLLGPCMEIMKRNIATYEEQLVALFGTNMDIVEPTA
Keap1 Nrf2 FP: Keap1-Nrf2 (human) interaction inhibition. actives 0.15% (n = 340,000). Q14145. inhibition, % at 9.4 µM. Keap1 Kelch-Nrf2 peptide fluorescence polarization, 1536-well; in the data active = inhibition above about 12%;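 also: human Keap1 Kelch domain with fluorescein labeled Nrf2 9mer peptide probe; 0% = neutral control wells and 100% = peptide positive control; higher means more block of Keap1 binding to Nrf2 peptide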
SR-BI DiI-HDL act: enhances SR-BI lipid uptake from DiI-HDL; activation, % at 12.5 µM; actives 0.096% (n = 320,000); CHO ldlA[mSR-BI] cells, DiI-HDL uptake fluorescence, 3 h; 100 = double the neutral-control signal; AID 504775;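 active = mean replicate activation of at least 60% and every replicate at or above 60%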;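 also: 0% = median plate neutral-control signal and 100% = twice that signal; values of inactives mirror those of a sister screen read the other way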
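Test system: SR-BI-overexpressing, LDLR-lacking CHO cells; Also added: labelled HDL, 10 µg/mL; Measured by: bottom-read cell fluorescence after medium removal, ex 550/em 595 nm; Timing: 3 h uptake period with compound, 37 °C; Buffer or medium: F12, 0.5% BSA, 25 mM HEPES; Doses: single compound concentration, delivered by pin transfer.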
NSD2 HMT inh: inhibitors of human histone methyltransferase NSD2; actives 0.54% (n = 310,000); NSD2 peptide methylation, AlphaScreen, 120 min; inhibition, % at 12.5 µM; O96028; AID 743445; in the data active = inhibition above about 50%
PvdQ acylase: P. aeruginosa PvdQ acylase inhibition. purified PvdQ acylase, fluorescence plate reader. inhibition, % at 10 µM. actives 0.063% (n = 340,000). AID 488965; in the data active = inhibition above about 30%, passing the limit was not always enough;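 also: 0% = vehicle neutral wells and 100% = reference inhibitor wells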
Cardiac RTF inh: cardiac RTF calcium desensitization; P19429+P45379; IANBD-labeled cardiac RTF, Ca2+ fluorescence; inhibition, % at 7.15 µM; actives 0.12% (n = 340,000);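 active = inhibition above the mean inhibition of all tested compounds plus 3 SD, cut at about 17% in these data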;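 also: assay run at fixed EC70 calcium of 1.6 mM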
C-LANA FP: inhibitors of KSHV LANA C-terminal domain DNA binding. MBP-C-LANA/FAM-LBS DNA binding, fluorescence polarization. inhibition, % at 9 µM. actives 0.078% (n = 340,000). AID 504423;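 active = highest replicate inhibition at or above 60% at 9 µM, even if other replicates fall short; inactive = all replicates below 60% inhibition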;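 also: 0% = neutral control wells and 100% = 4 µM acridine orange control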
Arrestin-AP2 inh: blocks beta-arrestin peptide binding to AP2 adaptin; FITC-arrestin peptide / GST-AP2 beads, flow cytometry; AP2 beta2 appendage carries R879A mutation; inhibition, % at 10 µM; actives 0.31% (n = 340,000); AID 504490;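 active = inhibition above a set limit, near 3 SD of compounds lacking own fluorescence, cut at about 54% in these data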;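 also: plate controls were DMSO wells for no effect and 5 µM unlabelled arrestin peptide for full effect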
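System: GST-AP2 R879A glutathione beads. Medium: PBS with 0.05% Tween 20 and 0.1% BSA. Also added: FITC-arrestin peptide, 50 nM. Incubation: 12 min plus 1 h, RT. Measured by: high-throughput flow cytometry of beads, ex 488, em 535 nm. Evaluation: percent drop in bead-associated FITC signal.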
SR-BI DiI inh: inhibitors of mouse SR-BI mediated HDL lipid uptake; inhibition, % at 12.5 µM; ldlA[mSR-BI] CHO cells, DiI-HDL uptake fluorescence, 3 h; actives 0.96% (n = 320,000); AID 488896; Q61009;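 active = mean replicate inhibition of at least 70% and a set share of replicates each scoring 70 or more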;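 also: 0% = median of neutral control wells and 100% = median of positive control wells; values of inactives mirror those of a sister screen read the other way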
Target sequence (Q61009 whole entry, looked up): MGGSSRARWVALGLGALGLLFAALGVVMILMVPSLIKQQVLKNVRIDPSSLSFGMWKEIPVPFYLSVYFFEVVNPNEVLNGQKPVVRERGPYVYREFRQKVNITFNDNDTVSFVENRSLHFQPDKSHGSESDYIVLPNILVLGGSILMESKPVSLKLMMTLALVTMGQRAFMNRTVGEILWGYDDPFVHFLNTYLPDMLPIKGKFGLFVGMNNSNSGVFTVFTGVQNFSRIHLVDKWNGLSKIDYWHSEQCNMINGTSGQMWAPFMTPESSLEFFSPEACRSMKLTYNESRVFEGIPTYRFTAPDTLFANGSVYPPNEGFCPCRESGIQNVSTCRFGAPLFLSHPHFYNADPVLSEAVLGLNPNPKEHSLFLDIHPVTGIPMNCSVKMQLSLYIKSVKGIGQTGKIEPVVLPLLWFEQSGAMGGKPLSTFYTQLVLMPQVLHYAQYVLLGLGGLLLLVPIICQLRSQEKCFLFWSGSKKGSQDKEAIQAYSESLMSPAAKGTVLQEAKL
DAGLB inh: blocks human DAGLB lipase activity. Q8NCG7. HEK293T DAGLB membrane lysate, EnzChek fluorogenic substrate. inhibition, % at 5.17 µM. actives 0.059% (n = 340,000). AID 504411; in the data active = inhibition above about 34%;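 also: 0% = enzyme with vehicle and 100% = wells lacking enzyme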
* = called active by the depositor; . = not tested or not shown.

Codes – A = PKA-R2B activ; B = Keap1 Nrf2 FP; C = SR-BI DiI-HDL act; D = NSD2 HMT inh; E = PvdQ acylase; F = Cardiac RTF inh; G = C-LANA FP; H = Arrestin-AP2 inh; I = SR-BI DiI inh; J = DAGLB inh
canonical_smiles: O=S(=O)(NC1CCCCC1)c1ccc(Br)cc1
  A: 4	B: -2	C: 6	D: -2	E: -7	F: -4	G: -1.4	H: -8	I: -6	J: -7
canonical_smiles: CCc1noc(C)c1C(=O)N1CCN(S(=O)(=O)c2ccc(C(C)C)cc2)CC1
  A: 9	B: -4	C: 39	D: 1	E: -13	F: -2	G: -2.4	H: 3	I: -39	J: -4
canonical_smiles: COc1ccc(NC(=O)Nc2ccc3c(c2)C(=O)N([C@H](C)CO)C[C@H](C)[C@@H](CN(C)C(=O)NC(C)C)O3)cc1
  A: 5	B: -3	C: 6	D: .	E: 2	F: -9	G: 0.5	H: .	I: -6	J: -4
canonical_smiles: CCN(C(=O)COC(=O)c1c(-c2ccccc2)noc1C)C1CCS(=O)(=O)C1 (configuration not stated)
  A: -11	B: -3	C: -11	D: 3	E: 10	F: -4	G: 3.9	H: 13	I: 11	J: -1
canonical_smiles: COc1ccc(-c2nnc(SC(C)C(=O)Nc3c(C)n(C)n(-c4ccccc4)c3=O)o2)cc1 (configuration not stated)
  A: 0	B: 2	C: 15	D: -1	E: 13	F: 3	G: -0.1	H: 12	I: -15	J: 6
canonical_smiles: O=C(NCc1ccccc1)c1c[nH]c2ccc(F)cc2c1=O
  A: 7	B: -6	C: 5	D: -2	E: -6	F: -11	G: -4.0	H: 12	I: -5	J: -1
canonical_smiles: O=C1CC(CSc2ccc(Cl)cc2)=NN1
  A: .	B: 2	C: 2	D: 4	E: -2	F: .	G: -0.6	H: 29	I: -2	J: .
canonical_smiles: CCCc1ccc(-c2ccc(F)c(N)c2)nc1
  A: -5	B: -1	C: 28	D: .	E: -2	F: -2	G: -0.8	H: 7	I: -28	J: -1
canonical_smiles: CCOC(=O)c1cc2sc(C)cc2n1CCCN1C(=O)c2ccccc2C1=O
  A: 1	B: 1	C: 13	D: -3	E: -10	F: -9	G: 1.2	H: 1	I: -13	J: -5
canonical_smiles: COc1ccc(NC(=O)NCCCN2CCN(c3cc(C)ccc3C)CC2)cc1
  A: -3	B: -1	C: -11	D: .	E: -13	F: -12	G: -0.2	H: 7	I: 11	J: -1
canonical_smiles: CCCC(O)(CCN1CCOCC1)c1ccc(Cl)cc1 (configuration not stated)
  A: -2	B: -4	C: 27	D: -4	E: -14	F: 3	G: -1.5	H: -5	I: -27	J: -1
canonical_smiles: O=C1CCC(C(=O)N2CCCCCC2)CN1Cc1cccc(C(F)(F)F)c1 (configuration not stated)
  A: -9	B: -2	C: 12	D: -4	E: -8	F: 2	G: 0.8	H: 6	I: -12	J: 0
canonical_smiles: O=C(NC1CCCC1)C1CCN(C(=O)c2ccc(-c3ccccc3)cc2)CC1
  A: -2	B: 0	C: -13	D: -2	E: -8	F: 10	G: -0.8	H: 7	I: 13	J: -2
canonical_smiles: COc1ccccc1Oc1ccc2c(c1)C(=O)N(c1ccc(Br)c3cccnc13)C2=O
  A: -7	B: 2	C: -31	D: 0	E: -1	F: -2	G: -0.7	H: -3	I: 31	J: -1
canonical_smiles: Cc1cccc(C)c1Nc1nnc(SCc2cn3cccc(C)c3n2)s1
  A: -5	B: -4	C: 11	D: 0	E: -13	F: -4	G: -1.0	H: 3	I: -11	J: 1
canonical_smiles: Cc1ccc(OCCOC(=O)c2cc(S(=O)(=O)N3CCCCC3)ccc2N2CCOCC2)cc1
  A: 2	B: 5	C: 9	D: -3	E: -3	F: -13	G: 0.2	H: 32	I: -9	J: -5
canonical_smiles: COC(=O)c1sccc1NC(=S)N1C(C)CCCC1C (configuration not stated)
  A: 4	B: -5	C: .	D: 17	E: -1	F: -14	G: -1.3	H: 30	I: .	J: -4
canonical_smiles: CN(CC(=O)Nc1cccc(F)c1)C(=O)c1cn(-c2ccccc2)nc1-c1ccc(Cl)cc1
  A: 1	B: 0	C: -24	D: 0	E: -10	F: -10	G: 0.0	H: 2	I: 24	J: 2
canonical_smiles: Cc1nc2ccc(S(=O)(=O)NC(C(=O)Nc3nccs3)C(C)C)cc2s1 (configuration not stated)
  A: -1	B: -1	C: 19	D: .	E: -8	F: -6	G: 1.1	H: -2	I: -19	J: 1
canonical_smiles: Cn1c(=NC(=O)c2ccc(S(=O)(=O)N3CCCc4ccccc43)cc2)sc2cc(S(C)(=O)=O)ccc21
  A: -9	B: -4	C: -14	D: -2	E: 4	F: -6	G: -2.0	H: 28	I: 14	J: -1
canonical_smiles: CCOC(=O)C1=CN(Cc2cccc(F)c2)S(=O)(=O)N(C)C1c1ccc2ccccc2c1 (configuration not stated)
  A: -4	B: -2	C: 6	D: .	E: -15	F: -7	G: 0.2	H: 0	I: -6	J: -10
canonical_smiles: Cc1cc(C)cc(NC(=O)CSc2ccccc2)c1
  A: -10	B: 0	C: -22	D: 28	E: 11	F: -4	G: 0.6	H: 24	I: 22	J: -9
canonical_smiles: Cn1cnnc1SCC(=O)Nc1ccc(S(=O)(=O)N2CCCC2)cc1
  A: -5	B: 2	C: 11	D: -3	E: 8	F: -3	G: 0.2	H: -9	I: -11	J: 0
canonical_smiles: O=C1Nc2c(Cl)cc(Cl)cc2C1=O
  A: -4	B: -2	C: 8	D: 118*	E: -12	F: -13	G: 1.0	H: -2	I: -8	J: -3
canonical_smiles: CN1CCC(n2[nH]c(-c3ccccc3)c(Cc3ccccc3)c2=O)CC1
  A: 9	B: -3	C: -10	D: 5	E: -8	F: -8	G: -0.3	H: 9	I: 10	J: -2
canonical_smiles: COc1ccc(S(=O)(=O)N2CCC(C(=O)Nc3ccccc3N3CCCCC3)CC2)cc1OC
  A: 3	B: -7	C: -23	D: 20	E: -13	F: -2	G: -2.4	H: -3	I: 23	J: 0
canonical_smiles: Cc1nc(NC(=O)C2CC2)sc1C(=O)N(C)C
  A: -3	B: -7	C: -10	D: -2	E: -4	F: 1	G: 0.6	H: 2	I: 10	J: -2
canonical_smiles: O=C(COC(=O)Cn1cnc2ccccc21)NCCC1=CCCCC1
  A: 7	B: -3	C: 38	D: 4	E: -9	F: 4	G: 0.7	H: 2	I: -38	J: -5
canonical_smiles: CC(=O)Oc1ccc(C(=O)Nc2cc(C)ccc2NC(=O)COc2ccccc2)cc1
  A: 2	B: -1	C: 6	D: 0	E: -14	F: -3	G: -0.2	H: 4	I: -6	J: -3
canonical_smiles: Cc1csc(/N=C/N(C)C)c1C#N
  A: -8	B: -1	C: -3	D: -6	E: -9	F: 6	G: -1.1	H: 8	I: 3	J: 2
canonical_smiles: Cc1cc(OCC(=O)NCCN2CCOCC2)ccc1Br
  A: -16	B: 3	C: -9	D: 2	E: -5	F: -5	G: 1.3	H: 4	I: 9	J: -1
canonical_smiles: Cc1cc(N/N=C/c2ccccc2O)nc(-c2ccccc2O)n1
  A: 3	B: -6	C: -14	D: -1	E: -10	F: 2	G: -0.3	H: -7	I: 14	J: -1
canonical_smiles: NS(=O)(=O)c1ccc(CCNC(=O)CN2CCCCC2)cc1
  A: -3	B: 0	C: 14	D: -2	E: -5	F: -14	G: -0.1	H: 2	I: -14	J: 2
canonical_smiles: C=CCn1c(-c2ccc([N+](=O)[O-])cc2)n[nH]c1=S
  A: 6	B: 1	C: 14	D: -3	E: 11	F: -5	G: 0.0	H: -5	I: -14	J: 4
canonical_smiles: CCOc1ccc(Nc2ccc(S(=O)(=O)N3CCN(C)CC3)cc2[N+](=O)[O-])cc1OCC
  A: -2	B: -1	C: -43	D: 31	E: -11	F: 0	G: -1.0	H: -10	I: 43	J: 14
canonical_smiles: O=S(=O)(c1cccs1)N1CCN(c2cccc(Cl)c2)CC1
  A: -9	B: -4	C: -12	D: 1	E: 3	F: 10	G: -0.1	H: 14	I: 12	J: -7
canonical_smiles: CCC(C)Cn1cnc2c(SCc3ccccc3F)nc(N)nc21 (configuration not stated)
  A: -6	B: -5	C: -12	D: -2	E: -10	F: 0	G: -1.4	H: 3	I: 12	J: 2
canonical_smiles: NCCC1CCCC(CCN)N1 (configuration not stated)
  A: 8	B: 0	C: 3	D: .	E: 0	F: 5	G: -1.2	H: 3	I: -3	J: 3
canonical_smiles: Cc1ccc2nc(-c3ccc(NC(=O)CCN4C(=O)c5ccccc5C4=O)cc3)sc2c1
  A: 0	B: -6	C: -65	D: -1	E: -3	F: 2	G: 7.4	H: 17	I: 65	J: -2
canonical_smiles: CC(C)(Nc1ccccc1)C(=O)c1ccccc1
  A: -15	B: -4	C: 1	D: -2	E: -13	F: 4	G: 0.0	H: 9	I: -1	J: -1

In the list so far, six contain an aryl thioether with sulfur outside any ring:
Codes – A = PKA-R2B activ; B = Keap1 Nrf2 FP; C = SR-BI DiI-HDL act; D = NSD2 HMT inh; E = PvdQ acylase; F = Cardiac RTF inh; G = C-LANA FP; H = Arrestin-AP2 inh; I = SR-BI DiI inh; J = DAGLB inh
canonical_smiles: COc1ccc(-c2nnc(SC(C)C(=O)Nc3c(C)n(C)n(-c4ccccc4)c3=O)o2)cc1 (configuration not stated)
  A: 0	B: 2	C: 15	D: -1	E: 13	F: 3	G: -0.1	H: 12	I: -15	J: 6
canonical_smiles: O=C1CC(CSc2ccc(Cl)cc2)=NN1
  A: .	B: 2	C: 2	D: 4	E: -2	F: .	G: -0.6	H: 29	I: -2	J: .
canonical_smiles: Cc1cccc(C)c1Nc1nnc(SCc2cn3cccc(C)c3n2)s1
  A: -5	B: -4	C: 11	D: 0	E: -13	F: -4	G: -1.0	H: 3	I: -11	J: 1
canonical_smiles: Cc1cc(C)cc(NC(=O)CSc2ccccc2)c1
  A: -10	B: 0	C: -22	D: 28	E: 11	F: -4	G: 0.6	H: 24	I: 22	J: -9
canonical_smiles: Cn1cnnc1SCC(=O)Nc1ccc(S(=O)(=O)N2CCCC2)cc1
  A: -5	B: 2	C: 11	D: -3	E: 8	F: -3	G: 0.2	H: -9	I: -11	J: 0
canonical_smiles: CCC(C)Cn1cnc2c(SCc3ccccc3F)nc(N)nc21 (configuration not stated)
  A: -6	B: -5	C: -12	D: -2	E: -10	F: 0	G: -1.4	H: 3	I: 12	J: 2

Source: PubChem

Compounds were not picked by outcome. Share with any hit: about 2.1%.
